# Screening results from PubChem BioAssay.
# MITF primary – inhibitors of human MITF. O75030. AID 1259374. 650,000 tested, 0.91% active. inhibition, % at 2.6 µM. AlphaScreen MITF homodimerization, bead proximity signal; in the data active means inhibition above about 50%;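 further: 0% = vehicle wells with protein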
# Target sequence (O75030 whole entry, looked up): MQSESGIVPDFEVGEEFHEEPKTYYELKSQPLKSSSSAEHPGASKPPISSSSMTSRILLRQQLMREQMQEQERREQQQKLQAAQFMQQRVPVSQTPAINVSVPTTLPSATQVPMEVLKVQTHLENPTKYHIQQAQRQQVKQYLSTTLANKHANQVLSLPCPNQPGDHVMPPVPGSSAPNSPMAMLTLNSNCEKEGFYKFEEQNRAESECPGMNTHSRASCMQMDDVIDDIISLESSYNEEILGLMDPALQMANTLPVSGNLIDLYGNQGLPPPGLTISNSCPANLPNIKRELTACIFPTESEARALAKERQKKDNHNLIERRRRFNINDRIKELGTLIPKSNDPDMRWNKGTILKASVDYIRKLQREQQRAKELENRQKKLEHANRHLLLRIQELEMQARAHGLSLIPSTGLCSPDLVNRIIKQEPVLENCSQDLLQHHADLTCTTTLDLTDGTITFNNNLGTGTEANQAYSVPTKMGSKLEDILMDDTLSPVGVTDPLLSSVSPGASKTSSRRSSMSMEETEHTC
# TEAD-YAP block – TEAD-YAP interaction inhibition; 640,000 tested, 1.4% active; AID 1259422; HEK-TIYL cells, TEAD-Gal4/YAP UAS-luciferase luminescence; inhibition, % at 9.12 µM; in the data active means inhibition above about 32%;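 further: 0% = median of test compound wells and 100% = reference inhibitor wells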
# GPR151 ag – activators of human GPR151; Q8TDV0; PathHunter beta-arrestin GPR151 cells, luminescence; activation, % at 11.2 µM; 650,000 tested, 1% active; AID 1508602; in the data active means activation above about 4.9%;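 further: 0% = median of compound wells and 100% = cells with positive control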
# Target sequence (Q8TDV0 whole entry, looked up): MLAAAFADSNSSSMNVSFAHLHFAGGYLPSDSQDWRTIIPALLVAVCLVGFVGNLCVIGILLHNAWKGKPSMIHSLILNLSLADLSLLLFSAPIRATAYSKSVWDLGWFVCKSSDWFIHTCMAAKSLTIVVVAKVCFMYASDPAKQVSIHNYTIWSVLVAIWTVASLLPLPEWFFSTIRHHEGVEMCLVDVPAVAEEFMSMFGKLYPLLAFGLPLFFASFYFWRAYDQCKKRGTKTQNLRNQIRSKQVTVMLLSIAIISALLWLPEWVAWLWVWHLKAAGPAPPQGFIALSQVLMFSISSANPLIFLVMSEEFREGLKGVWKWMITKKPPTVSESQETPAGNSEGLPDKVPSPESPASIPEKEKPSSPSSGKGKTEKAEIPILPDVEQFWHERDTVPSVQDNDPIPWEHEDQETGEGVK
# FBW7 act – activators of human E3 ligase FBW7; Q969H0; AlphaScreen FBW7–phospho-cyclin E peptide binding, activator screen; normalized activity (activation), % at 26.1 µM; 650,000 tested, 0.13% active; in the data active means normalized activity above about 1.9%;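 further: purified mutant Fbw7 with reduced substrate affinity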
# Starred values were filed as active, the others as inactive.
SMILES,MITF primary,TEAD-YAP block,GPR151 ag,FBW7 act
Cc1ccc(-c2cnccc2NC(=O)C2COc3ccccc3O2)cc1 (centres undefined),19,9,-0.6,0.0
O=C(Cn1c(=O)oc2cc(S(=O)(=O)NC3CCCC3)ccc21)Nc1ccccc1Cl,4,9,0.8,0.1
N#CC1=C(SCc2ccccc2)NC2=C(C(=O)CCC2)C1c1ccc(Cl)cc1 (centres undefined),11,-2,-2.5,0.1
CC(=O)C/C(C)=N\Nc1ccccc1[N+](=O)[O-],23,-6,0.1,0.5
COc1ccc(OC)c(Nc2cc(C)nc3nc(C)nn23)c1,2,34*,0.0,0.2
Cc1cc(C(=O)OCC(=O)OCN2C(=O)c3ccccc3C2=O)c2ccccc2n1,14,-2,-0.1,0.1
COC(=O)CN(c1ccc(Cl)c(C(F)(F)F)c1)S(C)(=O)=O,11,0,-0.3,0.1
O=C(OCC(=O)c1c[nH]c2ccccc12)c1ccc([N+](=O)[O-])o1,2,11,-2.3,0.0
N/C(=N\OC(=O)COc1ccc(Br)cc1Cl)c1cccnc1,-4,-41,1.0,0.1
CC(CC(=O)Nc1nc2c(s1)C(=O)CC(C)(C)C2)c1ccccc1 (centres undefined),15,2,-0.4,0.6
CC(=O)Nc1ccc(NC(=O)[C@@H](NC(=O)c2ccc(Br)cc2)C(C)C)cc1,8,-8,0.9,0.1
O=[N+]([O-])c1cc2c(c(CSc3n[nH]c(-c4cccs4)n3)c1)OCOC2,7,-12,-0.3,0.0
Cc1cccc(OCCOCCN2CCNCC2)c1C,5,4,3.1,-0.2
CCCn1c(=NC(=O)c2ccccc2[N+](=O)[O-])c(C(=O)OCC)cc2c(=O)n3ccccc3nc21,1,-2,1.1,-0.2
CCOC(=O)c1c(C)[nH]c(C2=NNC(=Nc3ccccc3)SC2)c1C,7,-14,0.6,-0.2
c1ccc2[nH]c(SN3CCCC3)nc2c1,-1,-4,-0.4,0.0
CC(=O)Nc1ccc(NC2(C(F)(F)F)NC(=O)N(c3ccccc3)C2=O)cc1 (centres undefined),3,-6,-1.9,0.1
COCCN1C(=O)c2[nH]nc(-c3ccccc3O)c2C1c1cccc(Cl)c1 (centres undefined),-5,-7,-0.8,0.0
CC(C)Cn1c(=O)[nH]c2nc(-c3ccc(C(=O)N4CCN(C)CC4)cc3)cnc21,8,-3,0.7,0.3
COC(=O)c1ccc(OCC2c3cc(OC)c(OC)cc3CCN2C(=O)c2ccccc2C)cc1 (centres undefined),11,-14,-0.3,0.1
CCOC(=O)Cc1ccc(N(Cc2ccccc2)S(=O)(=O)c2ccc(F)cc2)cc1,19,0,0.6,0.1
COc1ccc(/C=C2/SC(N)=NC2=O)cc1OCc1ccc(Cl)cc1Cl,7,3,0.6,0.0
COc1ccc(C(=O)Nc2nc(-c3ccc(C)cc3)c(-c3ccccc3)s2)cc1,5,5,-0.8,0.1
COc1ccc(/C=C2\N=C(c3cccc([N+](=O)[O-])c3C)OC2=O)c(OC)c1OC,-43,-3,-0.7,0.0
Cc1cccc(CC(=O)NCCCN2CCN(c3ccccc3)CC2)c1,8,5,1.1,0.1

# More records follow:
SMILES,MITF primary,TEAD-YAP block,GPR151 ag,FBW7 act
COc1cccc(CNc2ccc(N3CCOCC3)c(C(=O)O)c2)c1,-3,-8,0.1,-0.1
CCCNS(=O)(=O)c1ccc(OCC(=O)NCc2ccncc2)cc1,12,3,-0.5,0.5
OC1(c2cccs2)CN(c2ccccc2)C2=[N+]1CCCC2 (centres undefined),6,16,0.4,-0.1
CCn1cc(C(=O)NCCc2ccc(Cl)cc2)c(=O)c2ccc(C)nc21,5,-3,-0.3,-0.1
COC(=O)c1ccc(COc2ccc3c(oc(=O)c4ccccc43)c2C)cc1,1,14,0.8,-0.2
CCOC(=O)Cc1c(C)nc2cc(C)nn2c1C,-11,5,-0.6,-0.1
NNC(=O)c1[nH]c2ccccc2c1Cl,2,47*,-1.3,0.0
O=C(NCCSc1ccccc1)c1ncn[nH]1,10,-10,-1.2,-0.1
Cc1cccc(C(=O)Nc2nnc(-c3ccc(C(C)(C)C)cc3)s2)c1,-9,-8,-1.0,0.0
O=C1CCCN1CCCNc1nc(NC2CCN(Cc3ccccc3)CC2)nc2c1ncn2-c1ccsc1,-5,36*,0.2,-0.3
CCCc1ccc(Oc2cn[nH]c2-c2ccc(OCC)c(C)c2O)cc1,13,5,2.3,0.1
CCc1ccccc1N(CC)C(=O)Cc1nc(-c2ccc(OC)cc2)no1,-2,-22,1.8,-0.1
COc1ccc(N(CC(O)Cn2cnc3ccccc32)S(=O)(=O)c2ccc(C)cc2)cc1 (centres undefined),12,4,1.1,-0.1
C=CCOC(=O)C1C(=O)CC(C)(O)C(C(=O)OCC=C)C1c1ccc(OC)cc1 (centres undefined),1,4,-0.4,0.1
CC(C)(C)C(=O)Nc1nc(-c2ccc(Br)cc2)cs1,-1,-14,0.9,-0.2
Cc1ccnc(NC(=O)CCn2nc(C)cc2C)c1,-22,-19,-1.2,-0.2
COc1ccc(CCNCC(O)COCc2ccc3c(c2)OCO3)cc1OC (centres undefined),28,5,0.0,-0.2
CONC(=O)Nc1sc(=S)n(C)c1C,6,5,-0.8,-0.5
O=[N+]([O-])c1cc(-n2cnnn2)ccc1Cl,-7,9,-0.6,-0.1
C=CCNc1nc(-c2ccc(OC)c(OC)c2)cs1,7,-54,-0.3,-0.2
CC(=O)NC(CC(C)C)c1nnc2n1CCN(C(=O)Cc1cscn1)CC2 (centres undefined),11,10,-1.6,0.6
CCOC(=O)N1CCC(NC(=O)CSc2cc(=O)n(C)c3ccc(Cl)cc23)CC1,-6,1,0.0,-0.2
O=C1Nc2c(c(=O)[nH]c(=O)n2-c2ccccc2)C1(Nc1ncccn1)C(F)(F)F (centres undefined),11,1,3.0,-0.2
CCCOc1ccc(/C=N/NC(=O)C(=O)Nc2cccc(OC)c2)cc1OCC,15,-25,-1.3,0.2
O=C(COc1ccccc1)NCCNC(=O)c1ccccc1,6,4,2.7,0.3

# Compounds from the list above that contain fluorine:
SMILES,MITF primary,TEAD-YAP block,GPR151 ag,FBW7 act
COC(=O)CN(c1ccc(Cl)c(C(F)(F)F)c1)S(C)(=O)=O,11,0,-0.3,0.1
CC(=O)Nc1ccc(NC2(C(F)(F)F)NC(=O)N(c3ccccc3)C2=O)cc1 (centres undefined),3,-6,-1.9,0.1
CCOC(=O)Cc1ccc(N(Cc2ccccc2)S(=O)(=O)c2ccc(F)cc2)cc1,19,0,0.6,0.1
O=C1Nc2c(c(=O)[nH]c(=O)n2-c2ccccc2)C1(Nc1ncccn1)C(F)(F)F (centres undefined),11,1,3.0,-0.2

# The listing continues.
SMILES,MITF primary,TEAD-YAP block,GPR151 ag,FBW7 act
COc1ccc(C(=O)N2c3ccccc3C(N(C(=O)c3ccc(OC)cc3)c3ccccc3)CC2C)cc1 (centres undefined),12,5,-2.1,-0.1
CC(C)=CCN1CCN(Cc2cnc(-c3ccc(Cl)cc3)nc2)CC1CCO (centres undefined),6,20,-0.4,-0.1
O=C(CSc1cn(CCNC(=O)c2ccccc2)c2ccccc12)Nc1nccs1,-5,-4,-0.6,0.0
CCCCc1ccc(C2C3=C(CC(C)(C)CC3=O)N=C3c4ccccc4C(=O)C32)cc1 (centres undefined),-1,0,0.1,0.2
Cc1cc(S(=O)(=O)NCc2cccnc2)ccc1-n1cnnn1,8,-1,-0.3,0.2
O=C(Nc1cc(-c2nc3ccccc3s2)ccc1[N+](=O)[O-])c1ccccc1Cl,8,10,0.4,0.3
COc1cccc(C2=CC(c3ccccc3OC(F)F)n3ncnc3N2)c1 (centres undefined),6,52*,-0.9,-0.1
Cc1ccc(C2=NN(C(=O)CCC(=O)O)C(c3ccco3)C2)cc1 (centres undefined),12,-4,-0.2,0.1
Cc1cc(-n2c(/C=C/c3cccc(C(F)(F)F)c3)nc3ccccc3c2=O)ccc1Br,8,13,1.3,0.1
Cc1c(C(=O)Nc2ccc(F)cc2Cl)sc2ncn(CC(=O)N3CCOCC3)c(=O)c12,7,0,-1.5,0.5
Cc1ccc(CN2CCN(c3cccc(S(C)(=O)=O)c3)C2=O)cc1,19,1,0.7,0.4
O=C(Nc1ccc([N+](=O)[O-])cc1O)C1C2CC/C=C\CC/C=C/CCC21 (centres undefined),9,4,0.7,0.0
Cc1nnc(-c2cccc(Cn3nnc(-c4ccccc4)n3)c2)o1,15,-1,-0.1,0.0
Cc1onc(-c2ccccc2Cl)c1C(=O)NCc1cccnc1,9,4,1.3,0.0
O=C(NCc1ccco1)c1cc(-c2ccc(F)cc2)no1,0,-54,0.0,0.0
Cn1c(=O)c2c(nc(CN3CCOCC3)n2CC(N)=O)n(C)c1=O,8,7,-0.8,0.0
Cc1cc(NC(=O)N2CCOCC2)no1,-11,-2,0.8,0.1
COc1ccc(/C=C2/C(=N)N3N=C(Cc4ccccc4)SC3=NC2=O)cc1OC,11,1,-0.2,0.6
COc1ccccc1C1C(C(N)=O)=C(C)Nc2nc(-c3ccc(Cl)cc3)nn21 (centres undefined),-3,-19,-0.1,0.0
Cc1cc(C)cc(OCCNC(=O)c2ccc(Cl)c(Cl)c2)c1,17,4,-1.8,0.2
O=S(=O)(c1ccc(Br)cc1Br)n1cnc2ccccc21,11,8,0.2,0.0
CCOC(=O)c1c(NC(=O)CSc2nnc(CNC(=O)Cc3ccccc3)n2-c2cc(C)ccc2C)sc2c1CCC2,8,4,-0.2,0.1
CCOc1cc(/C=C2\C(=O)N(c3cccc(C(=O)O)c3)N=C2C)cc(Cl)c1OCc1ccccc1,13,-4,-1.4,-1.0
CC1=CC(C)(C)Nc2ccc(OC(=O)c3ccccc3)cc21,7,-40,0.8,-0.3
N/C(Cc1cccc2ccccc12)=N\OC(=O)c1cccc(Cl)c1,8,5,-0.7,0.0

# One compound at a time, from the list above. Values in the order: MITF primary	TEAD-YAP block	GPR151 ag	FBW7 act
# `O=C(Nc1cc(-c2nc3ccccc3s2)ccc1[N+](=O)[O-])c1ccccc1Cl` as listed: 8	10	0.4	0.3
# `CCOc1cc(/C=C2\C(=O)N(c3cccc(C(=O)O)c3)N=C2C)cc(Cl)c1OCc1ccccc1` as listed: 13	-4	-1.4	-1.0
# `O=S(=O)(c1ccc(Br)cc1Br)n1cnc2ccccc21` as listed: 11	8	0.2	0.0
# `Cc1ccc(C2=NN(C(=O)CCC(=O)O)C(c3ccco3)C2)cc1` (centres undefined) as listed: 12	-4	-0.2	0.1
# `Cc1nnc(-c2cccc(Cn3nnc(-c4ccccc4)n3)c2)o1` as listed: 15	-1	-0.1	0.0

# Next records follow:
SMILES,MITF primary,TEAD-YAP block,GPR151 ag,FBW7 act
COC(=O)c1[nH]c2c(c1C)C(=O)CC(c1ccc(F)cc1)C2 (centres undefined),-1,40*,0.7,-0.1
Cc1ccc(Nc2c(-c3ccc4c(c3)OCC(=O)N4)c(=O)c2=O)cc1N(C)C,14,8,1.6,0.3
CCCCC1(C)NC(=S)N(c2ccc(Cl)cc2)N1 (centres undefined),10,-8,-0.9,0.0
O=C(c1ccncc1)N1C2C=CC(C2)C1(C(F)(F)F)C(F)(F)F (centres undefined),68*,0,0.1,-0.2
COc1ccc(C(=O)Nc2c[nH]c(=O)[nH]c2=O)cc1OC,-3,-7,-0.1,-0.2
Cc1cc2nn(-c3ccccc3)nc2cc1NC(=S)NC(=O)c1ccccc1,-3,-34,-0.9,0.2
CCCCc1cc(=O)oc2cc(OCC(=O)N(C)C)ccc12,19,-7,-1.5,0.4
Cc1ccccc1Nc1nc(N)nc(COC(=O)c2cc(=O)c3ccccc3o2)n1,2,-10,8.0*,-0.2
CCCC/C(CC)=N\Nc1ccc([N+](=O)[O-])cc1[N+](=O)[O-],16,12,-0.5,0.4
CCOc1ccc(Nc2cc(C)nc3ccc(C(=O)OC)cc23)cc1,17,13,-0.8,0.0
Clc1ncnc2sc3c(c12)CCCC3,13,-1,0.3,0.0
COC(=O)c1sccc1NC(=O)CN1c2cccc3cccc(c23)S1(=O)=O,8,24,0.6,0.1
COC(=O)c1c(NC(=O)/C=C/c2ccc(C)o2)sc(C)c1C,-2,6,-0.2,0.1
CCC/C=N/NC(=O)COc1ccc(Cl)cc1,6,8,0.4,0.1
O=C(Oc1ccc2ccccc2c1)c1cccc(C(=O)Oc2ccc3ccccc3c2)c1,0,-5,-0.4,0.0
Cc1cccc(OCC(=O)n2nc(C)cc2C)c1,11,-1,0.3,0.0
C1CCN(c2nc3nonc3nc2N2CCCCC2)CC1,0,5,-0.1,0.0
Nc1c(C(=O)Nc2cccc(C(F)(F)F)c2)sc2nc3c(cc12)CCCCC3,-3,-24,0.1,0.1
CC1(C)O[C@H]2OC(C(=O)N3CCCCC3c3cccnc3)[C@@H]3OC(C)(C)O[C@@H]3[C@H]2O1 (some centres undefined),-11,-2,-0.6,-0.2
Oc1ccccc1CNc1cccc(C(F)(F)F)c1,1,15,-0.3,0.0
Cc1nnc(SCC(=O)Nc2ccc(Oc3ccc(Cl)cc3)cc2)s1,-9,10,-1.4,0.6
C=CCN1C(=S)N(c2ccc(F)cc2)C2CS(=O)(=O)CC21 (centres undefined),2,6,0.7,-0.2
CN1CCC(Oc2cc(-c3ccnc(N)n3)ccc2NC(=O)C2COc3ccc(F)cc3C2)C1 (centres undefined),1,11,1.1,-0.4
O=S(=O)(N1CCCCC1)N1CCCCC1,6,-2,-0.5,0.1
